Assay outcomes (PubChem BioAssay)
NTMT1 inh = NTMT1 methyltransferase inhibition; Q9BV86; NTMT1 MTase-Glo SAH luminescence, purified enzyme; Potency, µM (top dose mostly 114 µM), for inactives: at the highest dose activity change, negative = inhibition, actives largely listed as inhibitors; 59,000 compounds, 2.5% hits; AID 1645870;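 further: potency means the concentration at half of the fitted maximal effect; plate controls were DMSO vehicle for no effect and no enzyme for full effect; nearly all actives have a fitted effect of over 65% in size; many of its hits are not listed in these tables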
Target sequence (Q9BV86 whole entry, looked up): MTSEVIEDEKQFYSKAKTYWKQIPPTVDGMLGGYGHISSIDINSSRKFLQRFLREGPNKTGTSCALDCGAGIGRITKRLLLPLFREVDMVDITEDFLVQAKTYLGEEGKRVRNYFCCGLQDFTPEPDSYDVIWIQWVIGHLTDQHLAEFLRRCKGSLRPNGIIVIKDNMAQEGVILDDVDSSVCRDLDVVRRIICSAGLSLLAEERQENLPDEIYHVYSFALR
B2AR arrestin ag = beta-arrestin recruitment by human beta2-adrenergic receptor ligands; Potency, µM (doses to about 46.1 µM), for the others: top-dose activation, usual class: activators; 44,000 tested, under 10 active; HTLA Tango cells, beta-arrestin recruitment, luciferase luminescence, 18 h; P07550; AID 1347077;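 further: potency means the concentration at half of the fitted maximal effect; 0% = DMSO and full agonism = EC100 isoproterenol or metaproterenol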
Target sequence (P07550 whole entry, looked up): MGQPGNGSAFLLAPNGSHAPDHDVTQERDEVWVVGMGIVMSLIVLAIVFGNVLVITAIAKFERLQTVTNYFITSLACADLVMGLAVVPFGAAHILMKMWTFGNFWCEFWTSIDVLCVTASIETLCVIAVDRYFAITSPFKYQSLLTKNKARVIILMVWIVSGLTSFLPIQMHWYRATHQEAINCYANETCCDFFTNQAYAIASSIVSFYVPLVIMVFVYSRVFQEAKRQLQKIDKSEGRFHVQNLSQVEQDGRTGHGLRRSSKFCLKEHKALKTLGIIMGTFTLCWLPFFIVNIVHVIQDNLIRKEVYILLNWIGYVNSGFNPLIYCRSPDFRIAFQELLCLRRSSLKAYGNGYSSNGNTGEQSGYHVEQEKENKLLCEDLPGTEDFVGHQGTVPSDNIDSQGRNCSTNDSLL
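Tango cells (recombinant beta2-AR, beta-arrestin, tTA-driven luciferase), 1500/well in DMEM 1% FBS, treated 18 h at 37 °C with compounds up to 46 µM; luciferin mix added, luminescence read after 15 min; %activity curves fitted and curve-classed.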
FH mod = Identification of activators of human fumarate hydratase by quantitative high-throughput screening; AID 1347055, 2019; 54,000 compounds, 0.22% hits; Fumarate hydratase, mitochondrial (Homo sapiens), P07954; Potency, µM (highest dose often 79.9 µM), for inactives: at the top dose activity change, negative = inhibition, actives largely listed as inhibitors; FH coupled MDH/diaphorase resazurin fluorescence, 15 min; further: potency means the concentration at half of the fitted maximal effect; on the % scale 0 is the no-effect control and ±100 the full control effect; the screen sought activators but most active calls are inhibition curves; nearly all actives have a fitted effect of over 45% in size
p53null 32C kill = selectivity test: cytotoxicity in p53 null cells, permissive temperature; AID 903; Potency, µM (highest dose often 46.1 µM), for the others: at the highest dose activity change, negative = cytotoxicity, usual class: cytotoxic; 55,000 compounds, 0.62% hits; H1299-neo p53 null cells, ATP luminescence, 24 h, 32C;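 further: potency means the concentration at half of the fitted maximal effect; 0% = DMSO only and -100% = full killing by 100 µM tamoxifen; nearly all actives have a fitted effect of over 55% in size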
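H1299-neo (p53-null) cells, 600/well, were pre-incubated overnight at 37C, then exposed to compounds at up to 46 uM for 24 hr at 32C. Viability was measured as ATP content by luminescence, and AC50 values came from Hill fits.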
PTAP-TSG101 blk = TSG101-PTAP interaction inhibition, HIV-1 budding. Q99816. Fluorescence polarization, FITC-PTAP peptide/Tsg101, 20 min. Potency, µM (titrated, usually from 115 µM), inactives show at the top dose activity change, negative = inhibition, usual class: inhibitors. 44,000 tested, under 10 active. AID 1347069; further: potency means the concentration at half of the fitted maximal effect; 0% is about no effect
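Steps: Tsg101 binding domain (10 uM final) in HEPES pH 7.5/NaCl/Tween 20/EDTA/TCEP; add compound; add FITC-PTAP peptide (50 nM final); incubate 20 min r.t.; read polarization.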
p53null 39C kill = p53 null cell cytotoxicity, nonpermissive temperature | H1299 p53-null (neo) cells, 39C, ATPlite viability, 24 h | Potency, µM (doses to about 46.1 µM), for inactives: top-dose activity, negative = cell killing, most hits filed as cytotoxic | 55,000 compounds, 0.97% hits | AID 904;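 further: potency means the concentration at half of the fitted maximal effect; 0% = DMSO only and -100% = full killing by 100 µM tamoxifen; nearly all actives have a fitted effect of over 50% in size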
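H1299 lung cancer cells, p53-null (H1299-neo) or expressing p53 A138V (H1299-p53A138V), were plated overnight at 37C, then exposed to compounds at up to 46 uM for 24 hr at 39C. Viability was read by ATP-based luminescence.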
GALK inh = inhibits human galactokinase; P51570; recombinant GALK, Kinase-Glo ATP luminescence, 1 h; Potency, µM (doses to about 57.5 µM), inactives show top-dose activity, negative = inhibition, most hits filed as inhibitors; 44,000 tested, under 10 active; AID 1347072;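 further: plate controls were full GALK reaction for no effect and reaction lacking GALK for full effect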
Target sequence (P51570 whole entry, looked up): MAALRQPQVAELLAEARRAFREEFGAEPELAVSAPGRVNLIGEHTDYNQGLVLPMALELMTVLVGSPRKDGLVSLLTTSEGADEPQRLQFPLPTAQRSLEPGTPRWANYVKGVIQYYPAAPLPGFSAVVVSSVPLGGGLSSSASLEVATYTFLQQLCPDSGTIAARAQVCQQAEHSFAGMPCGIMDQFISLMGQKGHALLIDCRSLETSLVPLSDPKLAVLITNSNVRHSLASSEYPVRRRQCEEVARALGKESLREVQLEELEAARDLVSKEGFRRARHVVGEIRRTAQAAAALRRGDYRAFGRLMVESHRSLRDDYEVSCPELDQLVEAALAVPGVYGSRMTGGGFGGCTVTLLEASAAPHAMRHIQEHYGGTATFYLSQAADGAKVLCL
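5 nM GALK with 35 µM ATP and 100 µM galactose in HEPES pH 8.0, MgCl2, NaCl, DTT, BSA; 1 h RT reaction, remaining ATP detected by Kinase-Glo Plus luminescence after 10 min; qHTS concentration series.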
Starred values were filed as active, the others as inactive; ? = inconclusive; · = not tested or not shown; [ ] = another dose, or the depositor's remark. The call rests on the fitted dose curve; in most records, active means well fitted curve in the direction sought with a large enough effect; inconclusive means small, poorly fitted or top-dose-only effect, or another doubt; inactive means no such curve, though single readings can be large; an effect the other way counts as inactive or inconclusive. These rows are one share of the data; the hit share may differ from the screen's.

Start of the listing, in advance:
SMILES | NTMT1 inh | B2AR arrestin ag | FH mod | p53null 32C kill | PTAP-TSG101 blk | p53null 39C kill | GALK inh
COC(=O)c1c(C)oc2ccc(N(C(=O)c3ccncc3)S(=O)(=O)c3ccc(OC)cc3)cc12 | 22% | -2% | ? | 6% | -4% | ? | -1%
COc1ccccc1N1CCN(C(=O)c2oc3ccccc3c2N)CC1 | · | 0% | · | -3% | -8% | -27% | -4%
Cc1ccc(CNC(=O)c2cc3c(=O)oc4ccc(C)cc4c3s2)cc1 | -6% | 1% | 5% | -7% | 1% | -13% | 0%

Main list (from the top)
SMILES | NTMT1 inh | B2AR arrestin ag | FH mod | p53null 32C kill | PTAP-TSG101 blk | p53null 39C kill | GALK inh
COC(=O)c1c(C)oc2ccc(N(C(=O)c3ccncc3)S(=O)(=O)c3ccc(OC)cc3)cc12 | 22% | -2% | ? | 6% | -4% | ? | -1%
COc1ccccc1N1CCN(C(=O)c2oc3ccccc3c2N)CC1 | · | 0% | · | -3% | -8% | -27% | -4%
Cc1ccc(CNC(=O)c2cc3c(=O)oc4ccc(C)cc4c3s2)cc1 | -6% | 1% | 5% | -7% | 1% | -13% | 0%
CCOC(=O)c1c(NC(=O)c2ccc(S(=O)(=O)N(CC(C)C)CC(C)C)cc2)sc2c1CCN(CC)C2 | 89µM* | -2% | -9% | 0% | 27% | 4% | 3%
CCCc1cnc2c(c1SCC(=O)N(C)c1ccccc1)c(=O)n(C)c(=O)n2C | ? | 0% | 0% | 4% | 0% | 16% | 0%
COc1ccccc1OCC(=O)N(Cc1ccc(Cl)cc1)CC1CCCO1 (configuration not stated) | 7% | -5% | -4% | -8% | -4% | -10% | -11%
COc1ccc(NC(=O)CCCS(=O)(=O)c2nc(-c3ccc(OC)c(OC)c3)cc(C(F)(F)F)n2)cc1OC | 6% | 1% | -12% | 26% | 0% | ? | 4%
Cc1ccc(N(CC(=O)Nc2cccc(Cl)c2C)S(=O)(=O)c2c(C)noc2C)cc1 | 0% | 1% | -24% | -3% | -2% | -20% | 9%
CCn1c(=O)c(=O)n(CC)c2cc(N3CCCCC3)c(NC(=O)c3ccc(OC)c(OC)c3)cc21 | -4% | 5% | -15% | 0% | 1% | -19% | 3%
O=C(NCCc1ccccc1)c1ccc(CSc2nc3ccncc3n2Cc2ccc(F)cc2)cc1 | 8% | -3% | -22% | 22% | 1% | -15% | 6%
COc1ccc(C(=O)Oc2c(Sc3ccccc3)c(C)nn2-c2ccccc2)cc1OC | 11% | -1% | -10% | 6% | -4% | 16% | -6%
Cc1cc(C)n(CCc2nc3c4ccccc4nc(N4CCN(c5ccccc5F)CC4)n3n2)n1 | ? | -2% | 5% | 1% | -2% | -9% | 7%
CCN(C(=O)Cn1ncc2c(=O)oc3ccc(C)cc3c21)c1cc(OC)ccc1OC | -22% | -2% | 3% | 0% | -2% | -2% | 1%
COc1ccccc1-c1cc(C(F)(F)F)nc(S(=O)(=O)CCCC(=O)Nc2ccc(F)cc2F)n1 | -6% | 1% | -7% | 13% | 1% | ? | -6%
O=C(CNC(=O)c1ccccc1)OCc1cc(=O)n2nc(C3CC3)sc2n1 | 11% | 2% | 8% | -9% | -3% | 0% | 4%
Cc1ccc(N2CCN(C(=O)c3ccc(Nc4nc5ccccc5n5nnnc45)cc3)CC2)c(C)c1 | 20% | -2% | -25% | 0% | 0% | -23% | 4%
O=C(Cc1ccccc1)Nc1sc2c(c1C(=O)Nc1ccccc1Cl)CCC2 | -6% | 1% | 5% | 0% | -1% | 0% | 0%
CCOc1ccc(C(=O)c2cn(Cc3ccccc3OC)c3cc4c(cc3c2=O)OCCO4)cc1 | -4% | 0% | -11% | -2% | -5% | -17% | 10%
COc1ccc(CNC(=O)C2=C(C)C(=O)OC23CCN(C(C)=O)CC3)cc1 | ? | 0% | -5% | -15% | 0% | -14% | 2%
Cc1ccccc1-c1noc(-c2ccc(NCc3cccnc3)c([N+](=O)[O-])c2)n1 | 1% | 0% | -6% | 4% | -1% | 26% | -1%
CCn1c(C(=O)N2CCC(C(=O)NCCc3ccc(C)cc3)CC2)cc2sccc21 | -5% | 1% | -24% | 6% | -4% | -16% | 6%
O=C(CN1C(=O)COc2ccc(S(=O)(=O)N3CCCCCC3)cc21)N1CCN(c2ccc(Cl)cc2)CC1 | 20% | -1% | ? | 7% | -3% | 4% | -2%
Cc1cc(C)c(NC(=O)CSc2nc(=O)n(Cc3ccncc3)c3c2CCC3)c(C)c1 | -1% | -2% | -1% | -3% | 0% | 6% | -2%
C=C(C)Cn1c(SCC(=O)Nc2cccc(C)c2)nc2sc3c(c2c1=O)CCCC3 | · | -1% | · | -8% | 0% | 0% | 5%
CCCOc1ccccc1C(=O)N1CCCCC1CCN1CCOCC1 (configuration not stated) | 11% | -2% | -1% | 1% | -11% | -9% | 5%
CC(C)NS(=O)(=O)c1ccc(OCC(=O)N2CCN(c3ccccc3F)CC2)cc1 | 37%[activator] | 0% | -19% | 0% | 0% | -19% | 3%
COc1ccc(CCNC(=O)c2ccc3c(c2)N(Cc2ccccc2F)C(=O)c2ccccc2S3(=O)=O)cc1OC | ? | 0% | -29% | -2% | 2% | ? | 7%
CCS(=O)(=O)N1CCc2cc(C(=O)NCc3ccccc3OC)ccc21 | 5% | -2% | 5% | -14% | 0% | -3% | -12%
CCc1ccc(CN2CCc3nc(N4CCN(CC)CC4)ncc3C2)cc1 | 3% | 1% | 2% | -3% | -6% | 3% | -2%
COc1ccc(-c2nc3sc(CCNC(=O)c4ccccc4C)c(C)n3n2)cc1 | -14% | -3% | -5% | -17% | 2% | 36%[activator] | 2%
O=S(=O)(c1ccccc1)n1nc(-c2ccc(Cl)cc2)nc1NCc1ccccc1 | 14% | 0% | -19% | 19% | -4% | 8% | 1%
CC(=O)N1c2ccccc2C(=O)C1N1CCN(c2ccc(Cl)cc2)CC1 (configuration not stated) | -14% | 0% | 5% | -8% | 0% | 10% | 2%
COc1cc(NC(=O)C(NS(=O)(=O)c2ccc3c(c2)CCCC(=O)N3)C(C)C)cc(OC)c1 (configuration not stated) | 3% | 0% | 5% | 1% | -8% | 13% | -1%
O=C(c1cccs1)N1CCCc2cc(NS(=O)(=O)c3ccc(F)cc3)ccc21 | -1% | 0% | -35% | -5% | -3% | 10% | 1%
COc1cc(NC(=O)CN2CCCN(S(=O)(=O)c3ccc(F)cc3)CC2)cc(OC)c1 | -1% | -2% | -20% | · | -4% | · | -1%
CCCN(C(=O)Cn1cnc2sc(C)c(S(=O)(=O)N3CCN(c4ncccn4)CC3)c2c1=O)c1cccc(C)c1 | -2% | 0% | -20% | 9% | -3% | -14% | 5%
CCOC(=O)C1CCN(c2nc(-c3ccc(Br)cc3)nc3ccccc23)CC1 | -25% | 0% | -6% | -13% | -5% | 9% | -5%
CCOC(=O)c1ccc(Nc2nc(C(=O)OCC)nc3ccccc23)cc1 | -3% | 1% | -17% | -6% | -1% | -6% | 0%
CCOC(=O)c1sc2ccccc2c1S(=O)(=O)Nc1ccc(C(C)=O)cc1 | -3% | -1% | -4% | 1% | -5% | -22% | -1%
CCCCn1c(SCc2ccccc2C)nc2ccsc2c1=O | 3% | -3% | ? | -1% | 0% | -4% | -6%
Cc1ccc(CNC(=O)c2ccc(-c3nc(CS(=O)(=O)c4ccc(C)cc4)c(C)o3)cc2)cc1 | ? | -1% | ? | 1% | -2% | 11% | 2%
Cc1ccc(N(CC(=O)N2CCN(c3cccc(C)c3C)CC2)S(=O)(=O)c2c(C)nn(C)c2C)cc1 | ? | 1% | ? | 56%[activator] | -3% | -24% | -2%
COc1cc(NC(=O)N2CCc3c(sc4c3CCCC4)C2c2ccccc2)cc(OC)c1OC (configuration not stated) | -6% | 0% | -17% | -4% | -1% | ? | -2%
COC(=O)C(Cc1c[nH]c2ccccc12)NC(=O)COc1ccc(Cl)cc1Cl (configuration not stated) | 5% | 1% | ? | -1% | 0% | -30% | 3%
CCSc1nc(-c2ccccc2F)nc2c1Cc1c(CO)cnc(C)c1O2 | -1% | -1% | -9% | -8% | 3% | -22% | -8%
CCOc1cc(CNC(=O)Cn2c(=O)c3cccn3c3ccc(F)cc32)cc(OCC)c1OCC | 0% | 0% | -3% | -5% | 0% | 80%[activator] | 1%
CCOc1cc(C2CC(=O)Nc3nc(SCc4ccccc4)[nH]c(=O)c32)ccc1O (configuration not stated) | -2% | -4% | -8% | 7% | -1% | 12% | -23%
Cc1c(Cl)cccc1NC(=O)c1oc2ccc(S(=O)(=O)N3CCC4(CC3)OCCO4)cc2c1C | 19% | 2% | -12% | 0% | 6% | 0% | 0%
Cc1c(NC(=O)c2ccc(Br)o2)cccc1-c1nc2ccccc2o1 | -1% | 1% | -7% | -7% | 4% | 17% | -1%
COc1ccc(CCNC(=O)c2ccc(Cn3c(=O)[nH]c4cc(OC)c(OC)cc4c3=O)cc2)cc1OC | -14% | -1% | -9% | 5% | 2% | 7% | 5%
O=C(NCc1cccs1)c1ccc(CSc2nc3cccnc3n2Cc2ccccc2)cc1 | 8% | 1% | -17% | 1% | 0% | -17% | 0%
O=C(Nc1ccc(Cl)cc1Cl)c1cc(S(=O)(=O)N2CCCCCC2)ccc1F | -5% | 0% | -11% | -5% | -2% | 7% | 4%
CN(C)c1ccc(-c2nnc3n(Cc4ccccc4)c(=O)c4ccccc4n23)cc1 | -22% | -3% | ? | 5% | -2% | 16% | -10%
COc1ccccc1NC(=O)N1CCN(c2nnc(C)c3c(C)n(-c4ccccc4)nc23)CC1 | -14% | 4% | -9% | 0% | 4% | 34%[activator] | 4%
O=C(Nc1ccc(N2CCC(c3ccccc3)C2)c(C(=O)O)c1)c1ccc(Cl)cc1 (configuration not stated) | ? | -1% | -2% | -6% | -1% | -1% | -2%
CC(C)OC(=O)c1c(NC(=O)c2cc3nc(-c4ccccc4)cc(C(F)(F)F)n3n2)sc2c1CCCC2 | ? | -1% | -6% | 1% | 0% | -10% | 1%
Fc1ccc(Nc2nc3ccccc3c3nncn23)c(Cl)c1 | -6% | 1% | -3% | -5% | 0% | -3% | 3%
Cc1ccc(CNC(=O)c2cc(-c3ccc(C)cc3)nc3n[nH]c(-c4cccc([N+](=O)[O-])c4)c23)cc1 | -13% | -3% | 3% | 3% | 1% | 16% | -6%
Cc1c(C(=O)N2CCC(C(=O)Nc3ccc(F)c(Cl)c3)CC2)sc2nc[nH]c(=O)c12 | 0% | 0% | -22% | -13% | -15% | -7% | 1%
CCOc1ccc(CC(=O)NCc2ccc3c(c2)CCN3C(=O)c2ccccc2)cc1OCC | -1% | -3% | -14% | -9% | -3% | 11% | 2%
